# Screening results deposited in PubChem BioAssay by several laboratories.
# Ba/F3 V617F tox: lowers viability of Ba/F3 cells expressing EpoR and JAK2V617F; ATP luminescence; inhibition, % at 5.6 µM; hit rate 1.1% among 220,000; AID 1446;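 active = inhibition above the campaign mean plus 3 SD over all tested compounds, cut at about 24% in these data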;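 note: cytokine-independent growth of Ba/F3 cells driven by EpoR plus mutant JAK2; 0% = DMSO-treated cells and 100% = JAK inhibitor I control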
# PERK inh: human PERK inhibition, primary cell-based screen; Q9NZJ5; CHO PERK-DD fusion, SEAP luminescence translation reporter; inhibition, % at 5.6 µM; hit rate 0.17% among 220,000;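 active = inhibition above the mean inhibition of all tested compounds plus 3 SD, set separately per screening campaign, cut at about 2.9% in these data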;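 note: PERK kinase domain activated by AP20187 dimerizer at 100 nM; 0% = DMSO with dimerizer and 100% = rapamycin at 8.4 µM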
# S1P4 antagonist: antagonists of human S1P4 receptor. hit rate 0.26% among 220,000. AID 1510. inhibition, % at 4.98 µM. S1P4-expressing cells, antagonist mode, reporter read-out; in the data active = inhibition above about 29%;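 note: 0% = wells stimulated with agonist and 100% = vehicle wells without agonist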
# Wee1 stabilizer: inhibitors of human Wee1 degradation. reporter increase, % at 5 µM. hit rate 1.2% among 220,000. HeLa Luc-Wee1K328M stability, luciferase luminescence; 100% = proteasome inhibitor MG132 effect. P30291;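 active = activation above the mean of all tested compounds plus 3 SD, set per screening run, cut at about 8.8% in these data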;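 note: cells exposed to compound for 20 h before luminescence read; 0% = DMSO alone and 100% = MG132 at 30 µM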
# Target sequence (P30291 whole entry K328M): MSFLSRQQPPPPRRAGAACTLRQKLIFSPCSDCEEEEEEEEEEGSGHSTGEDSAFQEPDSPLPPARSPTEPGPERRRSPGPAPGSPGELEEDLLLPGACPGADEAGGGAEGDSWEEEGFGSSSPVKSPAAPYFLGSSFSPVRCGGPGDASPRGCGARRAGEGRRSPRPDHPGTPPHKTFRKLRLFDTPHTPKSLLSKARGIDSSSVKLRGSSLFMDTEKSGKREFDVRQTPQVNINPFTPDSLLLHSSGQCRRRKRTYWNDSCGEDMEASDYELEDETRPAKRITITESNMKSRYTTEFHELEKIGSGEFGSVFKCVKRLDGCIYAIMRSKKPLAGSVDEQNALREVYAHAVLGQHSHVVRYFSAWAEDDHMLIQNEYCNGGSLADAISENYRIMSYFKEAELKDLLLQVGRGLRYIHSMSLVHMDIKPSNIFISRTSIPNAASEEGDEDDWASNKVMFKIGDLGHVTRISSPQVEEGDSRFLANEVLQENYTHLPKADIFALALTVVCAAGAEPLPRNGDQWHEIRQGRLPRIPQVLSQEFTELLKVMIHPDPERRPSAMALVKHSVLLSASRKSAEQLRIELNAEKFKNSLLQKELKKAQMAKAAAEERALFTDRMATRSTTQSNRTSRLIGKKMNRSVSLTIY
# eIF4E-4G inh: inhibitors of eIF4E and eIF4G interaction in translation initiation | hit rate 0.37% among 220,000 | TR-FRET eIF4E-eIF4GI(517-606) binding, 2 h | inhibition, % at 21.7 µM | P63073+Q04637;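 active = inhibition above about 30%, limit read from the data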;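 note: 0% = full FRET control wells and 100% = background wells lacking eIF4GI fragment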
# NPY2 pot ag: human NPY-Y2 potentiation or agonism, primary screen. P49146. cells expressing NPY-Y2, potentiator/agonist read-out. activation, % at 3.6 µM. hit rate 0.45% among 220,000. AID 1359; in the data active = activation above about 27%;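 note: cells stimulated with NPY near EC25 plus isoproterenol at EC100; 0% = vehicle plus submaximal agonist and 100% = vehicle plus saturating agonist; some results beyond the cut were filed as inactive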
# Target sequence (P49146 whole entry, looked up): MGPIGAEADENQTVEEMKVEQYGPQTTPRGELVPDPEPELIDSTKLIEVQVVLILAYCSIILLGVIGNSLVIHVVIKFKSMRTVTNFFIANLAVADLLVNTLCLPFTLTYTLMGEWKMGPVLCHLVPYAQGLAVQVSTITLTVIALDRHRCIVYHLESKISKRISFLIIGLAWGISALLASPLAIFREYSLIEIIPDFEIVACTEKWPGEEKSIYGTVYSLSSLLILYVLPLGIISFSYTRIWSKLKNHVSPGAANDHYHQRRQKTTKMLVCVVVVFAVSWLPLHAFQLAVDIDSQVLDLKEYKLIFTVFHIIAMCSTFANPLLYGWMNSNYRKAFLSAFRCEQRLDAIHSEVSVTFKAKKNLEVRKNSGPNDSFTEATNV
# BaF3 parental: parental Ba/F3 viability inhibition as JAK2V617F counter-screen | CellTiter-Glo ATP luminescence | AID 1486 | hit rate 1.1% among 220,000 | inhibition, % at 5.6 µM;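 active = inhibition above a per-campaign cutoff, the mean inhibition of all tested compounds plus 3 SD, cut at about 27% in these data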;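 note: 0% = DMSO wells and 100% = JAK Inhibitor I control wells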
# MDM2 E3 inh: inhibitors of human Mdm2 E3 ubiquitin ligase. Q00987. cell-based MDM2 ubiquitination luciferase reporter, 2 h; 0 = plate control, 100 = twice control, blank-subtracted. signal enhancement, % at 5 µM. hit rate 0.11% among 210,000. AID 1230;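 active = signal enhancement of 30% or more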;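 note: luminescence tracks abundance of the self-degrading MDM2-luciferase fusion protein; higher signal means inhibition of MDM2 E3 ligase activity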
#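 Assay system: stable mammalian line carrying autodegrading MDM2–luciferase fusion reporter; amount: 2000 cells seeded into each well; buffer or medium: DMEM; benchmarks: plate control and blank wells; signal: luciferase luminescence; timing: 2 h compound exposure at 37 °C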
# S1P4 ag: agonists of human S1P4 receptor. hit rate 0.35% among 220,000. S1P4-expressing cell line, agonist reporter assay. O95977. activation, % at 4.98 µM; in the data active = activation above about 11%;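 note: 0% = DMSO vehicle and 100% = reference agonist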
# Starred values were filed as active, the others as inactive; x = not tested or not shown; [ ] = another dose, or the depositor's remark.
Structure	Ba/F3 V617F tox	PERK inh	S1P4 antagonist	Wee1 stabilizer	eIF4E-4G inh	NPY2 pot ag	BaF3 parental	MDM2 E3 inh	S1P4 ag
CCN(CC)S(=O)(=O)c1ccc(N/N=C/c2ccc(O)cc2)nc1	3	1.4	-15	2	-2	6	0	-2	-0.6
COC(CC(=O)NNC(=S)Nc1ccc(Cl)cc1)OC	1	0.4	1	-2	-4	-12	10	-12	-1.3
COc1ccc(C2N=C(N)N=C(N)N2c2ccc(C)cc2)cc1 (centres undefined)	-1	1.6	-8	5	1[fluorescence artefact?]	-47	0	-2	0.1
Cc1ccc(C(=O)OCC(=O)Nc2cc(F)ccc2F)cc1NC(=O)c1ccco1	-4	-0.8	-1	-2	-8[fluorescence artefact?]	2	1	-1	1.6
Fc1ccccc1/C=N/n1cnnc1	6	0.2	-5	0	-9	11	5	-16	-0.8
Cc1noc(C)c1N=Nc1ccc(Br)cc1C(=O)O	0	0.6	-9	-3	-1	5	5	x	-0.5
O=C(NCCN1CCOCC1)N1CCOCC1	0	0.4	-7	1	x	17	4	-13	1.0
CCn1ncc(/C=C2/SC(=S)NC2=O)c1C	4	0.2	6	0	1[fluorescence artefact?]	-14	3	-9	1.4
CCCNC(=O)c1ccccc1NC(=O)c1ccccc1N(C)S(C)(=O)=O	-1	-0.1	-11	-2	1[fluorescence artefact?]	-2	2	-5	2.2
Cc1ccc(-c2ccc(C3C(C#N)=C(N)Oc4n[nH]c(C)c43)o2)cc1 (centres undefined)	-3	1.4	-24	1	1	-4	-1	-22	0.1
CCCCNC(=O)c1cc(C)nn1-c1ccccc1	-2	1.1	-4	-1	-8	9	-5	x	-0.3
CCOc1cccc(C(=O)Nc2cccc(C(=O)NCC(C)C)c2)c1	-2	0.0	-11	0	-2	-5	4	-4	0.7

# Other compounds
Structure	Ba/F3 V617F tox	PERK inh	S1P4 antagonist	Wee1 stabilizer	eIF4E-4G inh	NPY2 pot ag	BaF3 parental	MDM2 E3 inh	S1P4 ag
Cc1ccc(OCc2nc(C#N)c(N3CCN(Cc4ccccc4)CC3)o2)cc1	-3	0.9	-11	-1	0	-34	3	5	-1.1
C=CCNC(=S)NC(CC(=O)OC)c1ccc2c(c1)OCO2 (centres undefined)	-3	1.2	-5	4	1	1	1	-16	1.1
O=C(NCC(=O)N(c1ccccc1F)C(C(=O)NC1CCCC1)c1ccco1)c1ccco1 (centres undefined)	0	1.2	-4	-1	2	-7	8	-3	1.4
O=C(CCc1nnc(-c2ccccc2)o1)NC1CCCCC1	-3	0.3	-6	2	1	-3	3	11	1.6
Cc1ccc2cc(CN(Cc3cccs3)Cc3nnnn3CC3CCCO3)c(=O)[nH]c2c1 (centres undefined)	7	-1.0	-10	3	4	-8	8	2	-3.6
COc1ccc(N(C)S(=O)(=O)c2cccc(C(=O)OC(C(=O)Nc3cc(C)cc(C)c3)c3ccccc3)c2)cc1 (centres undefined)	-5	0.9	3	0	10	2	3	-1	-0.6
Cc1ccc(Cl)c(OCC(=O)Nc2sc(C)c(C)c2C#N)c1	-4	1.1	-9	8.8*	-3	-10	5	-13	0.1
CC(=O)c1cccc(NC(=O)c2ccoc2C)c1	4	-0.3	5	0	1	-6	9	-1	-0.4
O=C(CNS(=O)(=O)c1ccccc1)Nc1ccc2c(c1)OCO2	-3	1.0	2	-3	-3	2	-2	-5	0.0
O=C(NCc1ccco1)c1sc2cc(F)ccc2c1Cl	1	-0.6	-23	-1	4	-15	0	5	2.0
CCc1ccc(NC(=O)c2cc(-c3cccs3)on2)cc1	-3	-0.5	-19	-2	-2	8	-2	-20	-1.1
CCOC(=O)c1nn(-c2ccc([N+](=O)[O-])cc2)cc1O	0	-0.1	-2	0	-1	16	2	-3	0.7

# Following part
Structure	Ba/F3 V617F tox	PERK inh	S1P4 antagonist	Wee1 stabilizer	eIF4E-4G inh	NPY2 pot ag	BaF3 parental	MDM2 E3 inh	S1P4 ag
N#Cc1ccccc1NC(=O)C1CC(=O)N(c2ccc3c4c(cccc24)CC3)C1 (centres undefined)	-3	-0.8	-18	-1	0	3	4	-11	-0.3
O=C(c1ccc(C(F)(F)F)cc1)C1CCCN(C(=O)CN2CCCC2=O)C1 (centres undefined)	0	1.1	-4	0	0	-8	7	2	0.3
Cc1nc(NC(=O)C23CCC(C)(C(=O)O2)C3(C)C)sc1C (centres undefined)	3	-0.6	-16	-1	0	0	5	-18	0.0
Cn1cc(/C=C2\SC(=S)N(N3CCOCC3)C2=O)c2ccccc21	-5	0.9	-6	1	4	-3	6	-11	1.0
Cc1cccc(-c2nc3ccccc3c(=O)n2NC(=O)c2cccs2)c1	2	-0.1	-2	2	-1[fluorescence artefact?]	0	6	0	1.2
CN(C)/C=C/C(=O)c1ccc(S(=O)c2ccccc2)cc1 (centres undefined)	-1	0.1	-8	1	-3	11	0	0	0.5
S=C(Nc1ccc(Cl)cc1)c1nc2ccccc2s1	-2	1.2	1	-2	-5[fluorescence artefact?]	-7	-1	-8	1.8
OCCC1CN(Cc2ccsc2)CCN1C1CCCC1 (centres undefined)	2	0.4	16	0	0	-9	4	6	0.3
COc1ccccc1NC(=O)c1ccc2c(c1)nnn2C	1	0.3	-8	-4	-2	-8	8	2	-0.2
CC(=O)c1nc(N2C(=O)CC(Cc3ccc(C)cc3)C2=O)sc1C (centres undefined)	5	1.1	-10	-2	4[fluorescence artefact?]	8	8	0	-0.7
O=C(CCCc1nc2ccccc2s1)NC(c1ccccc1)c1ccccc1	4	0.0	-10	0	-4	-7	6	-10	0.6
CC(C)C1C(C#N)=C(N)Oc2n[nH]c(-c3cccs3)c21 (centres undefined)	5	2.2	-9	-4	-2[fluorescence artefact?]	36	10	-22	1.3

# (next part)
Structure	Ba/F3 V617F tox	PERK inh	S1P4 antagonist	Wee1 stabilizer	eIF4E-4G inh	NPY2 pot ag	BaF3 parental	MDM2 E3 inh	S1P4 ag
Cc1ccn2c(-c3n[nH]c(=S)n3C)c(C)nc2c1	-3	1.0	-11	1	22	0	3	16	-0.1
Cc1ccc(S(=O)(=O)N2CCN(c3ccccc3)CC2)cc1C(N)=O	0	1.6	-8	4	2	-10	7	-9	0.8
C/C(=N/NC(=O)CC(=O)N/N=C(\C)c1ccc([N+](=O)[O-])cc1)c1ccc([N+](=O)[O-])cc1	-2	1.4	-2	-1	2	-23	0	-11	-1.6
CC(=O)NC(Cc1ccccc1C)C(=O)NC1CCN(c2nnnn2-c2ccccc2)CC1 (centres undefined)	-3	0.1	2	-2	-9	10	2	x	0.2
O=C(c1ccc(-n2cnnn2)cc1)N1CCOCC1	2	1.8	1	1	4	-13	10	-18	1.1
Cc1ccc(S(=O)(=O)N2CCCN(S(=O)(=O)c3ccc4c(c3)OCCO4)CC2)cc1	4	-1.2	-7	0	-5	-13	4	-8	1.5
CC(C)CC(NC(=O)c1cccc(Cl)c1)C(=O)O (centres undefined)	1	0.2	-9	-3	-2	-9	4	-14	-1.3
O=C(Nc1ccccc1)NC1CC2CCC(C1)N2Cc1nnnn1Cc1ccc2c(c1)OCO2 (centres undefined)	-2	-0.5	-7	5	-1	-1	0	-17	0.2
CCCCCCN1C=C/C(=C\C=C(C#N)C#N)c2ccccc21	-5	0.8	-6	0	-2	10	0	-1	0.8
CCc1ccc(N2C(=O)C3C4CCC(C4=C(C)C)C3C2=O)cc1 (centres undefined)	1	0.0	-14	-4	10[fluorescence artefact?]	-10	2	1	-0.3
CCCC(=O)Nc1nc2ccc(OCC)cc2s1	-1	0.2	3	-1	2	-11	4	-9	-1.1
CCOC(=O)C1Cc2ccccc2CN1 (centres undefined)	-6	1.1	3	-2	-3	23	-2	-9	0.5

# More compounds:
Structure	Ba/F3 V617F tox	PERK inh	S1P4 antagonist	Wee1 stabilizer	eIF4E-4G inh	NPY2 pot ag	BaF3 parental	MDM2 E3 inh	S1P4 ag
CCCC1CCC(=C(C#N)C(N)=O)CC1 (centres undefined)	-1	0.6	-6	-3	-3[fluorescence artefact?]	-2	6	-4	-0.9
Cc1ccc(NCc2n[nH]c(=S)n2-c2ccccc2)cc1	1	-0.5	-5	-4	3	11	-1	-13	1.8
CC(C)(C)C(=O)Nc1ccc(-c2cc3cc(Cl)ccc3o2)cc1	-3	1.0	-15	-2	-1	-1	1	-21	0.7
CC(/C=C/C=C/c1ccccc1)=N/NC(=O)C(O)c1ccccc1 (centres undefined)	-4	1.6	5	3	-4	7	0	9	-0.6
O=C(NCc1ccco1)c1ccc([N+](=O)[O-])o1	4	1.2	14	4	16	-17	3	-4	-1.6
O=C(Nc1cccn2ncnc12)c1ccc(Cl)cc1Cl	3	0.4	9	5	-10	-1	5	-18	-0.5
Cc1cc(NC(=O)CCC(=O)N(CC(=O)NC2CCCC2)Cc2ccc3c(c2)OCO3)no1	2	-0.4	-17	3	4	-15	7	-4	0.5
COc1ccc(C(=O)Nc2cc([N+](=O)[O-])ccc2N2CCN(C)CC2)cc1	0	-0.2	-33	-3	-7	-17	1	-23	0.8
Cc1noc(/C=C/c2cccs2)c1S(=O)(=O)N1CCC(C(=O)NCCCN2CCCC(C)C2)CC1 (centres undefined)	4	0.4	17	9.2*	-3	-20	10	x	-0.2
COc1ccc([N+](=O)[O-])cc1NC(=O)C(C)Sc1nc(-c2ccccc2)cs1 (centres undefined)	-1	1.0	-5	-2	-1	7	9	-10	0.2
COc1ccc(NS(=O)(=O)c2cc(OC)ccc2NC(=O)c2cc(C)oc2C)cc1	62*	-0.8	2	6	-8	24	66*	-22	-1.9
O=C(Nc1ccc(Cl)cc1)Nc1nnc(Cc2ccc([N+](=O)[O-])cc2)s1	-6	1.1	-1	0	4[fluorescence artefact?]	2	0	-9	0.4

# Other results follow.
Structure	Ba/F3 V617F tox	PERK inh	S1P4 antagonist	Wee1 stabilizer	eIF4E-4G inh	NPY2 pot ag	BaF3 parental	MDM2 E3 inh	S1P4 ag
CC(=O)Nc1ccc(NC(=O)CSc2nnc(-c3ccc(NS(C)(=O)=O)cc3)n2C)cc1C	-1	0.3	6	1	0	-5	7	0	0.8
COc1c(C)cccc1C(=O)NC(=S)Nc1ccc2c(c1)Cc1ccccc1-2	-3	0.8	-18	0	0[fluorescence artefact?]	-3	3	-25	0.4
Cc1ccc(C(=O)Oc2cc(N)n(S(=O)(=O)c3ccc(C)cc3)n2)cc1	-5	1.4	-17	3	-1	3	-3	-8	-1.9
N#Cc1c(-c2ccccc2)ccn(Cc2ccccc2Cl)c1=O	0	-1.1	9	-3	-12	-3	1	27	0.1
CCOc1cc(CNc2ccc(OC)cc2)cc(Br)c1OCC(=O)NC(C)(C)C	-1	0.2	-2	1	-9	4	-3	-12	2.6
COC(=O)c1cc2ccsc2n1CC(=O)N1CCCc2ccccc21	0	0.6	-6	20*	-1	9	8	0	-1.1
CCOC(=O)C1CCCN(CCC(=O)Nc2cc(C)ccc2C)C1 (centres undefined)	-2	0.6	-13	-3	-1	7	5	0	1.0
Cc1[nH]c2ccccc2c1SCC(=O)N1CCCc2ccccc21	-1	0.4	-1	-1	-1	-5	4	-16	4.7
COc1ccc(NC(=O)N(Cc2cccnc2)Cc2ccccc2Cl)c(OC)c1	-2	-0.9	-24	-1	x	20	8	x	-0.3
